CSN deneddyl inh: CSN deneddylation inhibition. 0.38% of 360,000 active. AID 651999. Q92905. inhibition, % at 12.5 µM. Purified CSN, SCF-Nedd8-OG deneddylation, fluorescence polarization;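 active = pattern-corrected inhibition above about 35%, with an unprinted fluorescence ratio check between 0.5 and 1.5, limit read from the data, passing the limit was not always enough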;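 note: 0% = enzyme with substrate and 100% = substrate without enzyme; some results filed as inactive read as strong as hits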
Target sequence (Q92905 whole entry, looked up, one chain of several): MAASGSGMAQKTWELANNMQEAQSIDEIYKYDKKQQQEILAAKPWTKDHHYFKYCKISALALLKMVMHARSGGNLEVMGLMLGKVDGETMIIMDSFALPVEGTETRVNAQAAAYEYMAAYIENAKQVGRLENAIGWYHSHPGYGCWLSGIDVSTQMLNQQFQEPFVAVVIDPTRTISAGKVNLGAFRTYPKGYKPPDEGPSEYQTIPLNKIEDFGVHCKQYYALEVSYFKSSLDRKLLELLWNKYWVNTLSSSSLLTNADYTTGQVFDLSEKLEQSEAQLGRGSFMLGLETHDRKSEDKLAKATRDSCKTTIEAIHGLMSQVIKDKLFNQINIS
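Test system: purified human Csn5 enzyme expressed in HEK293T cells. Amount: 0.24 nM enzyme. Reagent: SCFSkp2-Nedd8OG substrate at 10 nM final. Schedule: 90 min incubation of compound, enzyme and substrate at room temperature. Detection: fluorescence polarization. Read-out: % inhibition of substrate cleavage by Csn5.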
MLLE-PAM2 inh: inhibitors of microRNA-mediated deadenylation, human PABP1 MLLE binding; P11940; GST-MLLE / FITC-PAM2 fluorescence polarization; inhibition, % at 20 µM; 0.36% of 360,000 active; in the data active = inhibition above about 35%, passing the limit was not always enough;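 note: plate controls were DMSO wells with GST-MLLE for no effect and wells lacking GST-MLLE protein for full effect; some results filed as inactive read as strong as hits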
TbMetRS inhib: Trypanosoma brucei MetRS inhibition; purified T. brucei MetRS, ATP depletion, Kinase-Glo luminescence; inhibition, % at 11.9 µM; 0.4% of 360,000 active; AID 624268;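 active = inhibition above a per-plate cutoff of the control wells' mean inhibition plus 3 SD, cut at about 5.5% in these data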;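 note: 0% = DMSO wells median and 100% = median of wells with control inhibitor compound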
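Dosing: 11.9 µM compound single dose, 0.9% DMSO; Assay system: purified T. brucei MetRS enzyme; Measured by: Kinase-Glo luciferase luminescence reporting remaining unconsumed ATP; Schedule: 15 min plus 2 h at 25 °C.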
LMPTP inh: blocks human LMPTP phosphatase; P24666; recombinant LMPTP-A, OMFP fluorogenic substrate, fluorescence intensity; inhibition, % at 20 µM; 0.22% of 360,000 active; AID 651560;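 active = compounds that cut the enzyme signal by at least half of the control window in the single-dose screen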;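 note: plate controls were DMSO wells with enzyme plus substrate for no effect and substrate without enzyme for full effect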
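Test system – LMPTP-A enzyme · Amount – LMPTP-A at 0.625 nM final in the reaction · Buffer or medium – Bis-Tris pH 6.0, DTT, detergent · Reagent – OMFP 400 µM · Doses – single 20 µM dose · Schedule – reaction 50 min, room temperature, dark · Detection – fluorescence intensity of OMFP turnover product · Evaluation – percent inhibition versus substrate-only and uninhibited controls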
STEP block: blocks human striatal-enriched tyrosine phosphatase; 0.25% of 360,000 active; P54829; inhibition, % at 20 µM; recombinant STEP, OMFP fluorogenic substrate, fluorescence; AID 588621;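 active = inhibition at 20 µM, scaled per plate between control wells, above about 37%, limit read from the data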;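 note: 0% = DMSO with enzyme and substrate and 100% = substrate only without enzyme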
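material = STEP tyrosine phosphatase | reagent = fluorogenic phosphatase substrate OMFP at 25 µM final | doses = single compound dose of 20 µM, 1% DMSO final | schedule = 20 min reaction, room temperature, in the dark | measured by = fluorescence, 480/540 nm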
Scp-1 inhibitor: inhibitors of human Scp-1 phosphatase; Q9GZU7; inhibition, % at 20 µM; 0.88% of 340,000 active; AID 493091; Recombinant Scp1, phosphopeptide, malachite green phosphate absorbance;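 active = inhibition above about 50% at 20 µM, limit read from the data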;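 note: plate controls were DMSO wells with enzyme for no effect and wells lacking enzyme for full effect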
Target sequence (Q9GZU7 76-261 limits assumed): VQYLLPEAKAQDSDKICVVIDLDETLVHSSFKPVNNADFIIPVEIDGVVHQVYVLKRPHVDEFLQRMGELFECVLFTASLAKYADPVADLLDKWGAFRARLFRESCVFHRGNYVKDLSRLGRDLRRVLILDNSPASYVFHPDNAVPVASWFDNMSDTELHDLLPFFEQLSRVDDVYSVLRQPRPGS
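System: SCP-1 catalytic domain; Reagent: Phospho 17-mer peptide substrate; Doses: one concentration, 20 µM, with 1.0% DMSO; Incubation: 45 min room-temperature reaction, 5 min colour, 30 min stabiliser; Signal: Phosphate-binding colour reagent, absorbance read at 630 nm.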
SUMO1-SIM PPI: modulators of human SUMO1-mediated protein-protein interactions; AID 602429; SUMO1 binding to a labelled peptide, TR-FRET, 1 h; inhibition, % at 20 µM; 0.33% of 360,000 active; in the data active = inhibition above about 37%
Target sequence (P63165 whole entry, looked up): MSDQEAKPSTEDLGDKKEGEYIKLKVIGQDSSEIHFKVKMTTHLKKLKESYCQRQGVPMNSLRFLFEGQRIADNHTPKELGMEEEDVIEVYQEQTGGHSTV
Rpn11 inh: blocks the human proteasome subunit Rpn11. O00487. human 26S proteasome, Ub4-pepOG fluorescence polarization; 20S core pre-blocked with epoxomicin. calls only at 20 µM. 0.59% of 360,000 active;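 active = inhibition at 20 µM, scaled to each plate's controls, above about 33%, limit read from the data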
Target sequence (O00487 whole entry, looked up): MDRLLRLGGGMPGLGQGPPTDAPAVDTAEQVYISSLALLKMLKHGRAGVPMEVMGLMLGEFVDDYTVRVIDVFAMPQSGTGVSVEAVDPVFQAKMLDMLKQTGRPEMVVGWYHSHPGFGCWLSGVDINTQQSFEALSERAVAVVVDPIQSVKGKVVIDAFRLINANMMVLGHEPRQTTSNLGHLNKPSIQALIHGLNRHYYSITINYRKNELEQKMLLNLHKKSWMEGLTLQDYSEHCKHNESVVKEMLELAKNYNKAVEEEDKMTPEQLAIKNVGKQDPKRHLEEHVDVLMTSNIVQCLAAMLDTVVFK
DNMT1 inh: blocks human DNA methyltransferase DNMT1; 0.83% of 360,000 active; DNMT1 molecular beacon, Hinp1I cleavage, fluorescence; inhibition (reported as % activation of signal), % at 10 µM; P26358; in the data active = inhibition above about 50%
NadD inh: NadD (S. aureus) enzyme inhibition; 0.78% of 360,000 active; purified NadD enzyme, colorimetric absorbance read-out; AID 602399; inhibition, % at 20 µM; in the data active = inhibition above about 26%; note: some compounds past the cut are filed as inactive
* = called active by the depositor; i = inactive; nt = no result given. Rows are unselected (roughly 3.6% active in at least one column).

molecule,CSN deneddyl inh,MLLE-PAM2 inh,TbMetRS inhib,LMPTP inh,STEP block,Scp-1 inhibitor,SUMO1-SIM PPI,Rpn11 inh,DNMT1 inh,NadD inh
Cc1nc(-c2ccc(F)cc2)c(CC(=O)N(C)CC(=O)Nc2c(C)cccc2C)s1,3.2,-19.9,-0.6,-8.2,1.0,-4.2,-28.4,i,-1.8,7.2
Cc1ccc(C(=O)CCC(=O)N2CCC(C(N)=O)CC2)cc1,1.0,-5.7,-0.9,-3.1,-2.7,0.2,0.6,i,-1.3,-7.2
Cc1ccccc1C(=O)NC(=S)N(C)C1CCCCC1,0.2,11.3,0.9,0.2,0.6,-6.9,2.0,i,-0.8,0.8
CCN(CC)c1ccc(/C=N/N2C(C)CCCC2C)c(O)c1 (stereo not drawn),4.1,-12.0,-0.2,1.2,0.1,-9.8,1.5,i,-2.2,-11.5
O=C(CN1C(=O)NC2(CCCCCC2)C1=O)NCc1ccco1,4.6,3.0,-1.4,0.4,-4.2,0.2,1.8,i,1.4,3.5
CCc1noc(C)c1C(=O)NNC(=O)c1ccc(N(CC)CC)cc1,-3.0,-13.1,-0.7,-0.3,-0.6,9.8,-1.5,i,5.5,1.8
CC(Cc1ccccc1)NC(=O)CN1C(=O)c2ccccc2S1(=O)=O (stereo not drawn),-6.4,-9.3,0.0,0.3,0.2,-9.2,-0.7,i,0.3,3.1
Cc1ccc(C(C2C(=O)CC(C)(C)CC2=O)C2C(=O)CC(C)(C)CC2=O)s1,-1.3,18.3,-0.5,-0.4,-2.4,-6.1,-0.8,i,14.2,6.1
CC(=O)N1CCN(S(=O)(=O)c2cccc(C(=O)Nc3ccc(OC(F)F)cc3)c2)CC1,1.4,-0.1,0.0,1.2,-1.2,12.5,3.7,i,1.1,-6.4
CC(C)c1ccc(NC(=O)COC(=O)[C@H](CCC(N)=O)NC(=O)c2ccc(F)cc2)cc1,-7.1,-3.3,0.1,-0.2,-1.6,-5.7,17.6,i,-2.7,-4.7
CCOC(=O)Cn1c(=O)oc2cc(S(=O)(=O)NC(C)(C)CC)ccc21,4.8,-8.5,-0.4,-0.6,-0.4,-0.8,0.2,i,0.2,-1.2
C/C(=N\N1C(=O)c2ccccc2NC1c1ccco1)c1ccccc1O (stereo not drawn),1.1,1.2,-1.0,0.6,-0.2,-3.3,3.8,i,5.3,-3.3
Cc1ccc2nc(SCC(=O)Nc3oc(C)c4c(C)n[nH]c(=O)c34)[nH]c2c1,6.7,-24.1,-0.1,-3.1,-0.6,-2.2,-3.9,i,-0.6,4.6
CSCCC(NC(=O)c1ccccc1)C(=O)O (stereo not drawn),-2.0,-7.8,1.3,0.0,0.7,3.5,-1.1,i,7.3,4.6
Cn1c(SCc2ccccc2F)nnc1-c1ccccn1,-3.0,-2.9,-0.4,-1.0,-0.2,-3.2,4.6,i,3.0,3.5
CCOc1ccc(S(=O)(=O)NN=C(C)c2cccnc2)cc1,0.0,9.2,0.0,3.8,-0.4,-3.6,-0.6,i,0.4,0.4
O=C(Cc1cccs1)N1CCCC(c2nc3c(nnn3Cc3cccc(Cl)c3)c(=O)[nH]2)C1 (stereo not drawn),4.0,-0.9,-0.6,-0.4,0.2,2.9,10.9,i,3.0,-1.4
CC(O)[C@H]1CNCCN1CCc1cc(C(F)(F)F)cc(C(F)(F)F)c1 (stereo partly drawn),0.9,4.0,-0.1,-3.0,0.2,0.6,-2.8,i,0.7,-1.7
COc1cc(OC)c(C2=NOC(C(=O)Nc3cc(C)nn3-c3ccccc3)C2)cc1Cl (stereo not drawn),1.3,-14.6,-0.4,0.3,-0.4,-1.3,2.8,i,-2.3,-1.4
Cc1ccc(C=NNC(=O)C(=O)Nc2ccc(Cl)c([N+](=O)[O-])c2)cc1,1.9,-8.2,-0.7,18.8,1.1,nt,3.9,i,24.7,17.1
COCCNCC(=O)Nc1ccccc1Sc1ccccc1,5.7,-2.9,-0.5,-0.4,1.9,-9.2,-1.8,i,2.2,0.1
Cc1cc(C)cc(NC(=S)/C(=C(\[O-])c2ccc(Cl)cc2Cl)[n+]2ccc(C(C)(C)C)cc2)c1,5.6,2.5,-0.2,-1.7,1.5,0.9,-18.1,i,3.0,21.0
Cc1ccc(SCC(=O)NNC(=O)c2cncc(Br)c2)cc1,2.8,-1.7,-0.2,-1.8,-2.8,-5.4,0.3,i,1.4,-0.2
C[C@H](CO)N1C[C@H](C)[C@@H](CN(C)C(=O)c2cnccn2)Oc2ncc(Br)cc2C1=O,-0.9,-1.5,-1.9,-1.4,1.2,nt,2.2,i,-1.9,-3.3
Cc1cc(Oc2ncccc2[N+](=O)[O-])c2cc(Cl)ccc2n1,-2.8,-4.8,-0.2,1.0,0.3,-6.2,-5.7,i,-0.7,1.2
CCC(C(=O)NCc1ccco1)N(C(=O)CNS(=O)(=O)c1ccccc1)c1ccc(OC)cc1 (stereo not drawn),-0.9,5.6,-1.4,-1.4,3.1,-5.3,0.4,i,2.1,-3.7
COc1ccc(CCNC(=S)NC(=O)c2ccccc2)cc1OC,5.5,27.4,-0.5,0.2,-4.6,-5.3,-2.8,i,-8.1,1.4
CC(=O)C1C(=O)c2c(cccc2[N+](=O)[O-])C1=Nc1ccc(S(N)(=O)=O)cc1 (stereo not drawn),-0.2,6.5,-0.3,1.4,-1.9,-4.0,3.5,i,-3.9,4.5
COCCNC(=O)c1ccc(C(=O)NCCOC)s1,5.0,2.5,-0.9,-0.5,5.7,-2.7,4.0,i,3.3,-3.6
CCCNC(=O)C1CCN(S(=O)(=O)c2ccc(Br)cc2)CC1,-0.7,0.3,0.0,-0.4,-4.4,2.3,0.7,i,6.2,3.5
COc1ccc(NC(=O)c2cc(-c3ccc(C)cc3)on2)cc1,0.1,-1.1,-0.2,7.1,-3.4,-7.0,7.1,i,39.7,-1.6
CCN(C(=O)Nc1ccccc1OC)c1c(N)n(Cc2ccccc2)c(=O)[nH]c1=O,6.4,1.7,-2.0,-3.5,-0.5,-0.4,-1.4,i,-1.9,1.3
CCN(CC)c1ncn(Cc2c(Cl)cccc2Cl)c2ncnc1-2,-0.9,8.3,-1.4,2.4,-0.1,-4.6,-4.1,i,0.1,0.4
CC(C)(C)c1ccc(C(=O)NNC(=O)c2ccncc2)cc1,1.9,9.3,1.2,-3.0,0.1,-5.1,3.3,i,-9.9,-3.9
Cc1cccc(NC(=O)CC2S/C(=N/c3nccs3)N(C)C2=O)c1 (stereo not drawn),4.1,-4.0,-2.8,0.6,3.5,0.5,-1.3,i,-0.5,-3.6
c1ccc(N2CCN(c3ccccc3)C2c2cccs2)cc1,3.6,12.5,0.5,-0.8,0.2,-7.0,-6.7,i,-1.7,4.6
COc1ccc(/C(C)=N/Nc2ncc(Cl)cc2Cl)c(O)c1,-0.1,-7.4,-0.4,0.6,-3.5,-6.3,-1.1,i,-0.2,3.6
O=C(C(c1ccccc1)c1ccccc1)N1CCN(Cc2ccc(Br)cc2)CC1,4.7,14.7,-0.1,1.4,1.9,3.1,0.5,i,-5.6,7.9
O=C1N(Nc2ccccc2)C(c2ccc(Br)cc2)C12CCCCC2 (stereo not drawn),6.2,3.4,0.1,1.0,-2.2,-22.5,-2.3,i,15.0,-0.8
CC(=O)c1ccc(NC(=S)Nc2ccc(N3CCOCC3)cc2)cc1,6.8,19.3,0.2,-0.8,0.7,-6.9,1.1,i,-8.1,-4.2

Compounds shown so far containing an NH in an aromatic ring (3):
molecule,CSN deneddyl inh,MLLE-PAM2 inh,TbMetRS inhib,LMPTP inh,STEP block,Scp-1 inhibitor,SUMO1-SIM PPI,Rpn11 inh,DNMT1 inh,NadD inh
Cc1ccc2nc(SCC(=O)Nc3oc(C)c4c(C)n[nH]c(=O)c34)[nH]c2c1,6.7,-24.1,-0.1,-3.1,-0.6,-2.2,-3.9,i,-0.6,4.6
O=C(Cc1cccs1)N1CCCC(c2nc3c(nnn3Cc3cccc(Cl)c3)c(=O)[nH]2)C1 (stereo not drawn),4.0,-0.9,-0.6,-0.4,0.2,2.9,10.9,i,3.0,-1.4
CCN(C(=O)Nc1ccccc1OC)c1c(N)n(Cc2ccccc2)c(=O)[nH]c1=O,6.4,1.7,-2.0,-3.5,-0.5,-0.4,-1.4,i,-1.9,1.3

(further entries)
molecule,CSN deneddyl inh,MLLE-PAM2 inh,TbMetRS inhib,LMPTP inh,STEP block,Scp-1 inhibitor,SUMO1-SIM PPI,Rpn11 inh,DNMT1 inh,NadD inh
Cc1ccccc1N1C(=O)C2C3CC(=O)C(c4ccccc43)C2C1=O (stereo not drawn),-11.0,10.2,-0.2,0.0,-1.2,-6.8,5.0,i,8.5,-3.4
CCc1ccc(NC(=O)CCNS(=O)(=O)c2cccc3nsnc23)cc1,-2.5,-5.7,-0.7,-0.5,-1.1,-8.0,-23.2,i,1.3,-2.5
O=C(CC1C(=O)NCCN1Cc1cccc(Oc2ccccc2)c1)NCc1cccnc1 (stereo not drawn),-5.0,11.5,0.2,-0.1,2.3,-6.4,0.3,i,-12.7,3.7
CCCCn1c(N)c(N(CC(C)C)C(=O)CSc2n[nH]c(-c3ccc(C)cc3)n2)c(=O)[nH]c1=O,-3.0,-10.7,-0.2,-0.7,-3.2,-1.2,0.1,i,3.8,5.8
C/C(CC(=O)Nc1ccc(Cl)c(C(F)(F)F)c1)=N\NC(=O)c1cccc(O)c1,-1.6,8.6,-0.1,0.2,2.2,-33.6,3.5,i,1.2,-1.8
C[C@]12CC(O)C3C(CCC4=CC(=O)CC[C@@]43C)C1CCC2c1csc(-c2ccccc2)n1 (stereo partly drawn),0.7,-8.4,0.1,-0.1,0.5,-11.0,-8.6,i,-2.3,6.6
Cc1cc(OCC(=O)Nc2ccccc2C(N)=O)c2c(C)cc(=O)oc2c1,-0.1,5.3,0.9,-0.4,0.3,12.2,29.0,i,8.4,2.6
CCCCC(c1nnnn1CS(=O)(=O)c1ccc(C)cc1)N1CCC(C(N)=O)CC1 (stereo not drawn),-2.8,-3.3,-0.7,-0.6,0.5,0.1,1.2,i,-0.9,0.4
COc1cc(Br)c(C(=O)c2nccc3cc(OC)c(OC)cc23)cc1OC,21.9,-6.4,1.4,4.8,3.2,-7.0,18.8,i,92.1*,0.0
Cc1ccc(OCC(=O)Nc2c(C)nn(-c3ccccc3)c2C)c(Br)c1,4.2,-0.5,-0.4,0.1,-1.8,-0.6,3.1,i,-2.4,-0.1

Source: PubChem BioAssay
